mcGAS MS inh: blocks mouse cGAS cGAMP production. recombinant mouse cGAS, cGAMP by RapidFire MS. 0.18% of 130,000 active. Q8C6L5. inhibition, % at 12.5 µM;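 active = inhibition of cGAS enzyme activity at or above 60%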;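 note: enzyme stimulated by 45 bp dsDNA with ATP and GTP substrates; cGAMP share of summed cGAMP plus half ATP and half GTP signals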
Target sequence (Q8C6L5 whole entry, looked up): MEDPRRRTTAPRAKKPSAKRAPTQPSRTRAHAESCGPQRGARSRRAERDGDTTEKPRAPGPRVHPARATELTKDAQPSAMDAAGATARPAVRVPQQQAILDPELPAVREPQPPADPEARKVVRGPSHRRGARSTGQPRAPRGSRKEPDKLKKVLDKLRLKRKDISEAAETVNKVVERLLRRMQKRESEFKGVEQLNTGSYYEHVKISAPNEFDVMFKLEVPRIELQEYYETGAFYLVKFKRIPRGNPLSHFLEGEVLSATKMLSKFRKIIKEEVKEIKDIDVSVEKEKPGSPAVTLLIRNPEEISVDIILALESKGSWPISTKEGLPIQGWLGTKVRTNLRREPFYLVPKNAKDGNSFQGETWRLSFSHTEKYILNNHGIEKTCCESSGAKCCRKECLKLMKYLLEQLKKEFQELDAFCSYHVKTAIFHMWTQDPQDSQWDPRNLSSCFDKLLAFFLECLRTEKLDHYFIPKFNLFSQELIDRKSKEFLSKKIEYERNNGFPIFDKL
Numbers without * were called inactive; & = joins results of further samples. An excerpt; the hit share may differ from the screen's.

smiles	mcGAS MS inh
COC(=O)c1c(N2C(=O)C3C4CCC(O4)C3C2=O)sc2c1CCCCCC2 (configuration not stated)	-7
O=[N+]([O-])c1cc2c(cc1C=Nn1c(-c3ccccn3)n[nH]c1=S)OCO2	-2
CN1C[C@H](Nc2nccc(CCC(F)(F)F)n2)C[C@H]1CO	0
CCCC(=O)C1=C(c2ccc([N+](=O)[O-])cc2)N(C(=O)CCC)n2c(CC)nnc2S1	-4
NC(=O)c1cc2ccc(O)cc2oc1=NCc1ccccc1	-6
CN1CCN2CCN(Cc3ccc(Cn4cccn4)cc3)CC2C1=O (configuration not stated)	-2
CCC(=O)Nc1ccc(OCC(=O)NCc2cccc(C)c2C)cc1	-4
CC(C)S(=O)(=O)C(C)C(=O)NCC1(N(C)C)CCCCCC1 (configuration not stated)	-53
O=C(O)c1cccc(CC2CCN(S(=O)(=O)c3ccccc3)C2)c1 (configuration not stated)	0
CC1CN(Cc2ccccc2F)CCO1 (configuration not stated)	0
Cc1[nH]ncc1CNC1CCCCC1C(F)(F)F (configuration not stated)	-8
Cc1nn(C)c(Cl)c1CN1CCCC(CCC(=O)N2CCN(C)CC2)C1 (configuration not stated)	-4
CCOC(=O)c1nn(-c2ccc(F)cc2)c(Oc2ccc(N)cc2S(=O)(=O)NC2CC2)c1C	-1
COc1ccccc1/C=C1N=C(/C=C/c2cccc(Cl)c2Cl)OC\1=O	-7
CCC(=O)Nc1ccc(NC(=O)C2CSc3ccccc32)cc1 (configuration not stated)	0
Cc1ccc(OCC(O)CN2CCN(CC(O)COC(C)C)CC2)c(C(C)(C)C)c1 (configuration not stated)	-3
Cc1cnc2c(c1N1CCC(C(N)=O)CC1)c(=O)n(C)c(=O)n2C	-7
Cc1cc(CN2CCC(CNC(=O)c3nccc4ccccc34)C2)n[nH]1 (configuration not stated)	-5
NC(=O)CCNC(=O)c1ccc(SC(F)(F)F)cc1	-5
O=C(COc1ccc(Cl)cc1Br)Nc1ccc2c(c1)OCO2	-7
CN(C(=O)C1CCN(C2CCN(c3nc4ccccc4o3)CC2)CC1)C1CCOC1 (configuration not stated)	-6
O=C(Cc1ccc(NS(=O)(=O)C2CCCCC2)cc1)N1CCOCC1	-11
CCOC(=O)c1ccc(NC(=O)c2ccc(=O)n(Cc3ccc(C)cc3)c2)cc1	-8
CS(=O)(=O)NC1CCCN(C(=O)c2cccc3ncccc23)C1 (configuration not stated)	3
N#CCNC(=O)CN(CCc1ccc(Cl)cc1)CC1CC1	3
COC(=O)NC(c1ccc(C)cc1)C(Cl)(Cl)Cl (configuration not stated)	-7
Cn1cnc(S(=O)(=O)N2CCSc3ccc(C(F)(F)F)cc32)c1	-5
CCCCCC[n+]1cccc2ccccc21	-8
Cc1cc2occ(CC(=O)N3CCC(C(N)=O)C3)c2cc1C (configuration not stated)	-4
O=C(NCCCn1cnc2ccccc21)c1cc(Cl)ccc1F	-3

Later entries.
smiles	mcGAS MS inh
O=C(Cn1nc(C2CC2)c2cnn(-c3ccc(F)cc3)c2c1=O)OCc1ccccc1	-11
Cc1cc(C)c(-c2nc3cc4[nH]c(=O)[nH]c4cc3[nH]2)c(-n2cccn2)c1	-11
Cc1cc(CO)c(OCCOCCOc2c(CO)cc(C)cc2CO)c(CO)c1	-4
COc1cc(CN2CCN(Cc3cccc(C(C)=O)c3)CC2CCO)cc(OC)c1 (configuration not stated)	-4
O=C1NC2=C(C(=O)CCC2)C(c2ccc(OC(F)F)cc2)N1 (configuration not stated)	-19&-3
COc1cc(OC)c(OC)cc1C=C1N=C(c2cccc(C)c2)OC1=O	-8
CC(=O)N1CCN(C(C)(C)c2nnnn2-c2c(C)cccc2C)CC1	-2
CCOc1ncccc1C(=O)N1CCOC(COc2ccc(F)cc2)C1 (configuration not stated)	-5
NC(=O)c1ccc(-c2[nH]cnc2-c2ccccc2)cc1	-20
Cc1cccc(NC(=O)CSc2nnc(N3CCOCC3)n2C2CC2)c1C	-2
CN(CC(=O)OC1CCOC1=O)S(=O)(=O)c1ccc(Cl)cc1 (configuration not stated)	21
Cc1[nH]ncc1C(=O)N1CCC(OCCC(C)C)C1 (configuration not stated)	-4
COc1ccc(S(=O)(=O)N2CCn3cccc3C2C)cc1 (configuration not stated)	-7
COCC1CCN(c2nc3nonc3nc2NCc2ccccc2)CC1	-4
Cc1ccccc1-c1nc(COc2ccccc2OCC(N)=O)c(C)o1	-3
Cc1ccc(S(=O)(=O)NNC(=O)c2cncn2-c2ccc(F)cc2)cc1	-4
COCCN1CCCC2(CCN(Cc3cc4ccccc4o3)C2)C1=O (configuration not stated)	-6
COc1cc(Br)c(S(=O)(=O)NNC(=O)c2oc3ccccc3c2C)cc1OC	-11
Cc1nc2ccccc2n1CC(O)Cn1c2ccccc2c2ccccc21 (configuration not stated)	4
Cc1ccc(NC(=O)CC2S\C(=N/N=C\C=C\c3ccccc3)NC2=O)cc1 (configuration not stated)	-9
O=C(COCC1CCCCO1)N1CC2C[C@@H]3CC1C[C@H](C2)C3 (some centres not stated)	-13&9
O=c1cccc(-c2cc(NCc3ccccn3)nc3[nH]ccc23)[nH]1	-7
Cc1ccccc1C(=O)NC(C(=O)N1CCc2ccccc21)C(C)C (configuration not stated)	-16
O=C(O)c1cccc(N2C(=O)CSC2c2c(F)cccc2Cl)c1 (configuration not stated)	-13
Cc1nn(-c2nc(C)c(C)c(=O)[nH]2)c(C)c1CCC(=O)NC1CC1	-3
N#Cc1ccc(OCc2cc(F)cc3cccnc23)cc1	-5
CCc1nn2c(ncc3c(=O)n(-c4nc(SC)n[nH]4)ccc32)c1-c1ccccc1	-9
COc1ccc(CC(=O)Nc2c(C)nc3cc(C)ccn3c2=O)cc1OC	-17
CC(=O)N1C=Cc2ccccc2C1CC(=O)NCc1ccccc1C (configuration not stated)	19
COCCn1c(C)cc(O)c(C(c2ccccn2)N2CCC(Cc3ccccc3)CC2)c1=O (configuration not stated)	-6

The list goes on:
smiles	mcGAS MS inh
Cc1nc2sccn2c1CN1CCn2nc(C(=O)N3CCCC3)cc2C1	-17
CC1=NN(c2nc(C)cc(C)n2)C(=O)C1Cc1ccccc1 (configuration not stated)	-5
O=C(O)CSc1nnc(-c2ccco2)n1-c1ccccc1C(F)(F)F	-45
OCC1CCCN(CCCn2cnnc2)C1 (configuration not stated)	-13
CN(CC(=O)NCC1(N2CCSCC2)CCCC1)C(=O)OC(C)(C)C	0
O=C(CCc1c[nH]c2ccccc12)NCCc1n[nH]c2c1CCCC2	-19
Cc1ccc(OC2(C(=O)N(C)Cc3nncn3C(C)C)CCNCC2)cc1	-24
CC(=O)C(C)n1c(=O)c2c(nc3n(-c4cc(C)ccc4C)c(C)cn23)n(C)c1=O (configuration not stated)	-4
COc1ccccc1NC(=O)CC(C)NC(C)c1ccco1 (configuration not stated)	-6
Cc1ccc(C(=O)N2CC(C(=O)NC3CC3)C(c3cccc(C(F)(F)F)c3)C2)cc1 (configuration not stated)	-4
O=C(NCCNc1cccc(C(F)(F)F)n1)c1ccc(O)cc1	-30
CC(C)(C)c1oc(C(N)=O)cc1CN1C[C@H]2C[C@H](O)[C@@H](O)C[C@H]2C1	-30
CCOc1ccc(-c2ccc(C)c(NS(=O)(=O)c3ccc(NC(=O)CC)cc3)c2)nn1	-7
CC1(Cc2cccc(F)c2)C(=O)Nc2ccc(S(=O)(=O)NC3CCCCC3)cc21 (configuration not stated)	-4
O=C(CCCOc1ccccc1Br)NC1CS(=O)(=O)c2ccccc21 (configuration not stated)	-3
COc1ccc(NC(=O)NC(C)c2cc(C)sc2C)cc1 (configuration not stated)	-3
Cc1nc2sc(C)c(C)n2c(=O)c1NC(=O)c1ccccc1C(F)(F)F	-5
CNCCCC(=O)O	-4
COc1ccc(F)c(CN2CCCC3(CCN(C(=O)CCCn4cncn4)C3)C2)c1 (configuration not stated)	-8
CCN1C(=O)C2(NNc3ccccc3O2)c2ccccc21 (configuration not stated)	-2
CN1CCN(C(=O)CC2CSc3nccc(=O)n32)CC1 (configuration not stated)	-6
CC1(C)CC(=O)C(C(O)c2cccc([N+](=O)[O-])c2)C(C)(C)N1 (configuration not stated)	-12
O=C(Cn1cnc2c(nnn2-c2ccccc2)c1=O)c1ccccc1	0
Cc1ccc(CC(=O)N2CCC3(CC2)NC(=O)c2cc(C)ccc2N3C)cc1	-8
CN(C(=O)CC1CCCC1)C1CCCC1	-6
CC(C)(C)c1nnc(NC2CCCC2)[nH]c1=O	-8
Cc1nn(CC(=O)N2CCC(c3ccccc3C(=O)O)C2)c(=O)c2ccccc12 (configuration not stated)	-18
COC(=O)CCCC(=O)N1CCCC(N(C)Cc2ccccc2)C1 (configuration not stated)	-3
Cc1ccc(-n2cccc2C(=S)N=P(N(C)C)(N(C)C)N(C)C)cc1	-13
CN(C(N)=O)c1ccc(OCC#Cc2ccc(Cl)cc2)cc1	-9

Reformatted field by field: part of the list above.
Cc1cccc(NC(=O)CSc2nnc(N3CCOCC3)n2C2CC2)c1C
  mcGAS MS inh: -2
Cc1ccccc1-c1nc(COc2ccccc2OCC(N)=O)c(C)o1
  mcGAS MS inh: -3
COc1ccccc1/C=C1N=C(/C=C/c2cccc(Cl)c2Cl)OC\1=O
  mcGAS MS inh: -7
CN(CC(=O)OC1CCOC1=O)S(=O)(=O)c1ccc(Cl)cc1 (configuration not stated)
  mcGAS MS inh: 21

(further entries)
smiles	mcGAS MS inh
CCSc1nc(-c2ccc(OC)cc2)c(C#N)c(=O)n1CC	-6
COc1ccc(CN2CCc3[nH]cnc3C2C(C)C)cc1O (configuration not stated)	-14
O=C(Nc1ccc(-n2cnnn2)cc1)C1CCCC1	-19
Cc1ccc(S(=O)(=O)NNC(=O)CC23CC4CC(CC(C4)C2)C3)cc1	-7
O=C(CSc1ccccc1)NC1CCCN(CCc2ccccc2)C1 (configuration not stated)	-5
Cc1nn(C)c(Cl)c1CN(C)Cc1cc(C(C)(C)C)n[nH]1	-4
Cc1c(NS(=O)(=O)N(C)C)c(=O)n(-c2ccccc2)n1C	-28
Cn1c(=O)c2c(ncn2CC(=O)NCC(c2ccco2)N2CCCC2)n(C)c1=O (configuration not stated)	-7
O=C(Nc1ncn[nH]1)C1CSCCS1 (configuration not stated)	0
O=C(Nc1ccccc1Cl)NC(Cc1ccccc1)C(O)C(F)F (configuration not stated)	-9
Cc1cccc(-c2[nH]n(-c3ccccc3)c(=O)c2-c2ccc(N)cc2)c1	-10
Cc1nn(C(=O)CCCn2cc([N+](=O)[O-])cn2)c(C)c1Cl	-19
Cc1cc(Cl)ccc1OCC(=O)N=Nc1c(O)[nH]c2ccccc12	0
CC1(c2cc3ccccc3o2)NC(=O)N(CN2CCc3ccccc3C2)C1=O (configuration not stated)	-17
FC(F)(F)c1cccc(-n2nnc(-c3ccccc3)n2)c1	-16
CCOC(=O)c1cnn(-c2cc(=O)n(C)c3ccccc23)c1CN(C)C(C)c1c(C)n[nH]c1C (configuration not stated)	-7
C=CCOn1c(=O)c(-c2ccc(F)cc2)[n+]([O-])c2ccccc21	2
CCNC(=O)Cc1ccc(-n2nc(C(=O)O)c3ccccc32)cc1	10
Cc1nc2sc(C)c(C)c2c(=O)[nH]1	-4
COCC(C)NC(=O)NCCc1cccc(OC)c1O (configuration not stated)	-3
Cc1ccc(C(=O)N2CCn3c(nnc3C(=O)N(C)C)C2)cc1	2
CCc1ccc(CN(C)Cc2cnc(S(=O)(=O)CC)n2Cc2ccccc2)nc1	4
CCC1Oc2ccc(N)cc2CN(Cc2cccc(C(F)(F)F)c2)C1=O (configuration not stated)	-2
CCCC1=NN(C(C)=O)C(C(=O)N2CCC(C)CC(C)(C)C2)O1 (configuration not stated)	-7
Cc1nc2cc(OCc3nc(C(=O)N4CCSCC4)co3)ccc2s1	4
Cc1ncsc1CCCNC(=O)c1cnn2c1CCCC2	-20
CC(=O)NCCCSCc1nnc(-c2ccccc2Cl)o1	-68
Cc1nn(CC(=O)NC2CC2)c(C)c1S(=O)(=O)NC(C)(C)C	4
COc1ncccc1N(C)C(=O)c1cnc(Cc2ccccc2)s1	-7
CC(NC(=O)C1Cc2cc(Cl)ccc2O1)c1ccc(F)c(F)c1 (configuration not stated)	-20

Sorted by molecular weight (falling): part of the list above
smiles	mcGAS MS inh
CCC1Oc2ccc(N)cc2CN(Cc2cccc(C(F)(F)F)c2)C1=O (configuration not stated)	-2
Cc1ccc(S(=O)(=O)NNC(=O)CC23CC4CC(CC(C4)C2)C3)cc1	-7
O=C(Nc1ccccc1Cl)NC(Cc1ccccc1)C(O)C(F)F (configuration not stated)	-9
Cc1cccc(-c2[nH]n(-c3ccccc3)c(=O)c2-c2ccc(N)cc2)c1	-10
CCNC(=O)Cc1ccc(-n2nc(C(=O)O)c3ccccc32)cc1	10

Another view of part of the listing above:
SMILES: COc1ncccc1N(C)C(=O)c1cnc(Cc2ccccc2)s1
  mcGAS MS inh = -7

SMILES: Cc1nc2cc(OCc3nc(C(=O)N4CCSCC4)co3)ccc2s1
  mcGAS MS inh = 4

SMILES: Cc1c(NS(=O)(=O)N(C)C)c(=O)n(-c2ccccc2)n1C
  mcGAS MS inh = -28

The list continues.
smiles	mcGAS MS inh
Cc1cc(C2CCC2)nc(N[C@@H]2C[C@@H](CO)N(C)C2)n1	8
OC(CNCc1c(Cl)cccc1N1CCOCC1)c1ccc(F)cc1 (configuration not stated)	-5
O=c1c2ccccc2[nH]c(=S)n1Cc1ccc(-n2cccn2)nc1	-8
Cn1nnnc1SCCNC(=O)c1cnc(-c2ccccc2)nc1	-7

High-throughput results: PubChem BioAssay, Fisher Drug Discovery Resource Center
